# Assay outcomes from PubChem BioAssay.
# RGS4 inh – inhibitors of human RGS4; B-score at 10 µM; hit rate 0.45% among 310,000; HEK293 M3R/RGS4 inducible, Fluo-4 calcium flux; hits give high values; triggered by carbachol at its EC20; P49798; AID 463165;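 active means B-score, a plate-corrected calcium signal, over three deviations above library mean, with baseline fluorescence within five deviations of library mean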;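 further: RGS4 expression induced by doxycycline in cells with stable M3 receptor; B-score is computed from the integrated fluorescence ratio over baseline after carbachol; higher B-score means a larger calcium signal and so more RGS4 inhibition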
# Target sequence (P49798 whole entry, looked up): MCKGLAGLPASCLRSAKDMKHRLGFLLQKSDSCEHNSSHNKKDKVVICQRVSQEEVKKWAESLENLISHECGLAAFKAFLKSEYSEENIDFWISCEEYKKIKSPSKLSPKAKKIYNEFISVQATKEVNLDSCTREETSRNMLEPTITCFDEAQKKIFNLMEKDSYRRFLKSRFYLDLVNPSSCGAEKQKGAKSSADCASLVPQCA
# TMEM16A inh – mouse TMEM16A channel inhibition, primary screen; Q8BHY3; HEK293 TMEM16A/YFP iodide influx fluorescence, ionomycin; normalized B-score (activity score, 25-100; higher = stronger inhibition) at 10 µM; hit rate 1.2% among 310,000; AID 588511;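 active means ratio plate-corrected score three or more library SD toward inhibition, starting fluorescence score within five deviations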;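 further: score derived from kinetic fluorescence span divided by baseline fluorescence per well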
# KCNQ1 block – inhibitors of human KCNQ1 potassium channel. CHO-K1 KCNQ1, FluxOR thallium flux fluorescence; hits give high values. B-score at 10 µM. hit rate 1.3% among 310,000. AID 2642;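 active means compounds whose thallium flux B-score, printed positive for inhibition, exceeds three library SD while starting fluorescence stays within three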;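 further: channel opened by potassium depolarization with thallium stimulus after 20 min compound exposure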
# KCNQ1 act – potentiators or activators of human KCNQ1 potassium channel; CHO-K1 KCNQ1, thallium flux FluxOR fluorescence; hits give high values; B-score at 10 µM; hit rate 0.35% among 310,000;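 active means fluorescence ratio B-score, a plate-corrected score, at least three library SD, with initial intensity B-score within 5 SD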
#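 Material: CHO-K1 cells stably expressing KCNQ1. Medium: assay buffer for compound exposure, DMSO matched across wells. Reagent: K+/Tl+ depolarizing stimulus. Compound dosing: single-concentration screen. Times: 37 °C overnight plating, 90-min dark dye load, 20-min compound pretreatment. Technique: FluxOR Tl+ flux fluorescence.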
# hERG protect – compounds protecting human hERG from proarrhythmic drug block; activation (rescue from dofetilide block), less the hit threshold, % at 10 µM; AID 1511; CHO-hERG, FluxOR thallium flux, dofetilide IC70 present; hit rate 0.51% among 310,000;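 active means activation above the mean of controls blocked by dofetilide plus 5 SD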;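 further: thallium influx through hERG after potassium depolarization seen as dye fluorescence rise; in these data hits start at about 4.7%; inactives centre near -7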
# KCNK3 block – human KCNK3 channel inhibition, primary screen; O14649; CHO-KCNK3 thallium flux, FluxOR fluorescence; hits give low values; B-score at 10 µM; hit rate 0.84% among 340,000; AID 602410;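 active means B-score under library mean minus 4 SD, starting fluorescence ratio at most library mean plus 5 SD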;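 further: more negative B-score means stronger inhibition of thallium flux through KCNK3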
# Target sequence (O14649 whole entry, looked up): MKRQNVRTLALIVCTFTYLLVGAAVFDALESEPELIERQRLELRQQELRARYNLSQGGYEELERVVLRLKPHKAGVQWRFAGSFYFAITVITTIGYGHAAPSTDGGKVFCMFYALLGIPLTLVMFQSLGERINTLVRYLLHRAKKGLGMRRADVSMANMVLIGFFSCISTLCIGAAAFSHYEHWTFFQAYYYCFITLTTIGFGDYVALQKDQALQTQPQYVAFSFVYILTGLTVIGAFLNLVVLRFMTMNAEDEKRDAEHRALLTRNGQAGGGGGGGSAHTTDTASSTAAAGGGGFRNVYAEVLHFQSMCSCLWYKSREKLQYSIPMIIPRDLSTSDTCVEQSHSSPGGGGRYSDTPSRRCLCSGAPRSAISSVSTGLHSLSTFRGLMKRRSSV
# KCNK9 block – blocks the human KCNK9 two-pore domain potassium channel | B-score at 10 µM | HEK293 KCNK9, FluxOR thallium flux fluorescence; hits give low values | Q9NPC2 | hit rate 1.2% among 310,000 | AID 488922;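 active means ratio B-score over 3 SD below the library mean, with starting fluorescence within 5 SD of its mean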;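 further: negative B-score means less thallium flux so channel inhibition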
# Target sequence (Q9NPC2 whole entry, looked up, the tested form may be a part): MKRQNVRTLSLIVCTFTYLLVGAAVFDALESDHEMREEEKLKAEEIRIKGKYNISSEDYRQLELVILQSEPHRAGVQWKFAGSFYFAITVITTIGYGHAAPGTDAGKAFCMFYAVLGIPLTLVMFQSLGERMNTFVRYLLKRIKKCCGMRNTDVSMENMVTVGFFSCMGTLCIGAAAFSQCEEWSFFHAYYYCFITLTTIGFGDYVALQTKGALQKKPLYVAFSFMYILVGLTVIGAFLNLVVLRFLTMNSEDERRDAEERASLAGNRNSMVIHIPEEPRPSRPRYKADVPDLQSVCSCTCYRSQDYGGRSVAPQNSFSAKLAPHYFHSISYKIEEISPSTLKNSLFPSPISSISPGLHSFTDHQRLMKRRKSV
# SKKanGAS inh – blocks kanamycin growth of S. pyogenes SKKanGAS strain. BacTiter-Glo, 6 h. hit rate 1.3% among 300,000. inhibition, % at 7.5 µM;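 active means mean replicate score, as percent of positive control median, at least 50; inconclusive means mean below 50 but one replicate at or above 50; inactive means mean and every replicate below 50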;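 further: strain carries kanamycin resistance gene driven by streptokinase promoter and grows in 40 µg/ml kanamycin; loss of luminescence reflects streptokinase promoter inhibition or plain growth inhibition; 0% = median of DMSO wells and 100% = positive control at its reference dose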
# TMEM16A act – activates or potentiates the mouse TMEM16A chloride channel. HEK293 TMEM16A/YFP-H148Q/I152L, iodide quench fluorescence; hits give low values. B-score at 10 µM. hit rate 0.3% among 340,000. AID 623877;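 active means fluorescence-ratio B-score plate-corrected deviation score at least 3 library SD below zero, with starting fluorescence score within 5 deviations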;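 further: channel opened by trigger with iodide after compound preincubation; score built on the fluorescence ratio of max minus min over baseline; more negative score means more quench and so TMEM16A activation or potentiation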
# RGS4 pot – RGS4 potentiation or activation; HEK293 M3R/inducible RGS4, carbachol calcium flux Fluo4; hits give low values; B-score at 10 µM; hit rate 0.92% among 310,000;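 active means B-score of the integrated calcium signal more than 4 SD below the library mean, with starting fluorescence not abnormally high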;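 further: negative B-score means reduced calcium response which marks RGS4 activation or potentiation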
#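 System: HEK293 FlpIn-TREx cells, stable M3R, doxycycline-inducible RGS4. Timing: overnight RGS4 induction, 30 min dye load 37 °C, 20 min compound RT. Also added: carbachol, ECmax concentration. Measured by: Fluo4 fluorescence kinetic imaging of calcium. Evaluation: integrated calcium ratio converted to B score.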
# HDAC3 inhib – inhibitors of human histone deacetylase 3 | inhibition, % at 8.3 µM | AID 2718 | hit rate 0.15% among 320,000 | recombinant HDAC3, fluorogenic peptide/trypsin coupled, fluorescence | O15379; in the data active means inhibition above about 26%, passing the limit was not always enough; inconclusive means no clear call, values can overlap the other calls
# The depositor's hits bear a star; i = inactive; ? = inconclusive; . = not tested or not shown.
SMILES,RGS4 inh,TMEM16A inh,KCNQ1 block,KCNQ1 act,hERG protect,KCNK3 block,KCNK9 block,SKKanGAS inh,TMEM16A act,RGS4 pot,HDAC3 inhib
Nc1cc(C(F)(F)F)ccc1N1CCOCC1,i,i,i,i,-1,i,i,4,i,i,-6
O=C(CCNS(=O)(=O)c1ccccc1C(F)(F)F)N1CCN(S(=O)(=O)c2cccc(F)c2)CC1,i,i,i,i,-13,i,i,0,i,i,7
CN1CCN(c2ccc(NC(=O)c3ccco3)cc2Cl)CC1,i,i,i,i,-7,i,i,-1,i,i,2
COc1nccnc1NS(=O)(=O)c1ccc(N=Cc2c(C)[nH]n(-c3ccc(Cl)cc3)c2=O)cc1,i,i,i,i,-9,.,i,4,.,i,6
Cc1ccc(C)c(NC(=S)NC(NC(=O)N(C)C)C(Cl)(Cl)Cl)c1 (stereo not given),i,i,i,i,1,i,i,-14,i,i,7
COc1ccc(-n2c(O)c(C=NCC(c3ccco3)N3CCCC3)c3ccccc3c2=O)cc1OC (stereo not given),i,i,i,i,-11,i,i,-3,i,i,1
CS(=O)(=O)c1ccc(C(=O)NCCN2C(=O)S/C(=C\c3cccnc3)C2=O)cc1[N+](=O)[O-],5.7*,i,i,i,-15,i,i,16,i,i,8
CCCN(CC(=O)Nc1ccccc1C)C(=O)C1CCN(c2ncnc3sc(C)c(C)c23)CC1,i,i,i,i,-23,i,i,7,i,-8.7*,4
Cc1cccc(-n2c(SC(C)C(=O)O)nc3sc4c(c3c2=O)CCCC4)c1 (stereo not given),i,i,i,i,-6,i,i,11,i,i,-2
C=CCN(c1ccc(C(=O)NCCCn2ccnc2)cc1)S(C)(=O)=O,i,i,i,i,-5,i,i,9,i,i,1
CCc1cc2c(=O)c(-c3cscn3)coc2c(CN(C)C)c1O,i,i,i,i,-9,i,i,39,i,i,-9
Cn1c(=O)oc2cc(S(=O)(=O)Nc3ccccc3)ccc21,i,i,i,i,0,i,i,7,i,i,-2
c1ccc(OCCCCN2CCCCC2)cc1,i,i,i,i,-6,i,i,-2,i,i,-10
CCCCOC(=O)Nc1nnc(COc2ccccc2)s1,i,25*,i,i,-10,i,i,0,i,i,2
COc1ccc(CC(=O)N2N=C(C)CC2(O)c2cccnc2)cc1OC (stereo not given),i,i,i,i,-7,i,i,-2,i,i,-2
COc1ccc(C(=O)NCCOc2cccc(OC)c2)cc1,i,i,i,i,-8,i,i,1,i,i,2
Cc1cc([N+](=O)[O-])cc2c1NC(=O)C2(O)N1CCOCC1 (stereo not given),i,i,i,i,-6,i,i,1,i,i,-2
CCOc1ccccc1CN1CCN(CCCc2ccccc2)CC1CCO (stereo not given),i,i,i,i,-9,i,i,6,i,i,-12
CCN1CCCC1CNC(=O)Cn1cnc2ccc(S(=O)(=O)N3CCC(C)CC3)cc2c1=O (stereo not given),i,25*,i,i,7.2*,i,i,2,i,i,8
CCCc1nc2c(s1)CCc1onc(-c3ccc(Br)cc3)c1-2,i,i,i,i,-9,i,i,7,i,i,5
Cc1cc(C(=O)OCC(=O)NNC(=O)c2cccs2)ccc1[N+](=O)[O-],i,i,i,i,-15,i,i,-5,i,i,7
Cc1nn(C)c(C)c1S(=O)(=O)N(CC(=O)NCCCN1CCC(C)CC1)c1ccc(C(C)C)cc1,i,i,i,i,-9,i,i,1,i,i,2
CCOc1ccc2nc(N(CCN(C)C)C(=O)c3cc4ccccc4cc3OC)sc2c1,i,i,i,i,-18,i,i,-2,i,i,7
O=C1CC(Sc2ccc(Cl)cc2)C(=O)N1Cc1ccncc1 (stereo not given),i,i,i,i,-12,i,i,-1,i,i,-4
COc1ccc(-n2c(C)c(C(C)=O)c3cc(O)ccc32)cc1,i,.,i,i,-6,i,i,14,i,i,.
c1csc(Cc2nc3ccccc3[nH]2)c1,i,i,i,i,-12,i,i,-2,i,i,-9
NC(=O)c1ccc(NC(=O)c2ccc(CN3CCOCC3)cc2)cc1,i,i,i,i,-5,i,i,-9,i,i,-11
COc1ccc(NC(=O)c2ccco2)cc1NC(=O)c1ccccc1,i,.,i,i,-12,i,i,-1,i,i,.
Cn1c(=O)c(NCCc2ccccc2)c2c3c(cccc31)C(=O)c1ccccc1-2,i,i,29*,i,-44,i,i,?,i,i,0
CCCCC1CCCC12NC(=O)NC2=O (stereo not given),i,i,i,i,-5,i,i,-4,i,i,-2
Cc1cc(C)c(NC(=O)CNC(=O)COC(=O)C2=COCCO2)c(C)c1,i,i,i,i,-9,i,i,-8,i,i,-1
O=Cc1[nH]c2ccccc2c1N(C(=O)CCl)c1ccc([N+](=O)[O-])cc1,i,25*,9*,i,-27,i,i,5,i,i,1
COc1ccc(/C=C/C(=O)NC(=S)NNC(=O)c2ccco2)cc1OC,i,i,i,i,-15,i,i,84*,i,i,3
N#CC(C#N)=Cc1ccc(NC(=O)c2ccc(Br)cc2)cc1,i,i,i,i,-4,i,i,14,i,i,7
C(=N\c1nccs1)/c1c[nH]c2ccccc12,i,i,i,i,-6,i,i,-7,i,i,-2
Cc1ccccc1CSCCNC(=O)CSCc1ccc([N+](=O)[O-])cc1,i,i,i,i,-12,i,i,3,i,i,7
CCN1C(=NCc2cc(OC)c(OC)c(OC)c2)N[C@@H](c2ccccc2)[C@H](C(=O)OC)[C@H]1C,i,i,i,i,-5,.,i,2,.,i,-14
CO/N=C\CC(=O)Nc1ccc(Cl)cc1Cl,i,i,i,i,-6,i,i,-1,i,i,-4
Cn1c(/C=C/c2ccccc2)nc2ccccc21,i,i,i,i,-10,i,i,22,i,i,-18
C=CCN=C1S/C(=C\c2ccc(N(C)C)cc2)C(=O)N1CC=C,i,i,i,i,-4,i,i,-5,i,i,0
CCCn1nnnc1NCc1ccc(OC)cc1,i,i,i,i,-7,i,i,1,i,i,-7
Cc1ccc(NC(=S)NC(NC(=O)c2ccco2)C(Cl)(Cl)Cl)cc1 (stereo not given),i,i,i,i,-11,i,i,8,i,i,-1
COC(=O)C1=C(N)OC2=C(C(=O)CC(C)(C)C2)C1c1ccoc1 (stereo not given),i,i,i,i,-6,i,i,4,i,i,1
O=C1COc2ccc(C(=O)CSc3ccccc3C(=O)O)cc2N1,i,i,i,i,-14,i,i,-1,i,i,3
CCc1ccccc1NC(=O)CNC(=O)CCc1nc2sc3c(c2c(=O)[nH]1)CCCC3,i,i,i,i,-2,i,i,-9,i,i,-2
CC(OC(=O)c1nn(C)c(=O)c2ccccc12)C(=O)NC1CCCCC1C (stereo not given),i,i,i,i,-5,i,i,-4,i,i,4
COc1ccc(C(=O)/C=C2/C(=O)Nc3ccccc32)cc1,7*,i,i,i,-6,i,i,2,i,i,4
O=C(Cn1c2[n+](c3ccccc31)CC(O)CS2)c1ccccc1 (stereo not given),i,i,i,i,1,i,i,2,i,i,-4
N#C/C=C1\Sc2ccccc2C(=O)N1CC(=O)N1CCN(S(=O)(=O)c2ccccc2)CC1,i,i,i,i,-17,i,i,5,i,i,4
CC(C(=O)NC(N)=O)N1C(=O)NC(c2ccccc2)(c2ccccc2)C1=O (stereo not given),i,i,i,i,-6,i,i,1,i,i,-1

# Entries from the list above with a CF3 group:
SMILES,RGS4 inh,TMEM16A inh,KCNQ1 block,KCNQ1 act,hERG protect,KCNK3 block,KCNK9 block,SKKanGAS inh,TMEM16A act,RGS4 pot,HDAC3 inhib
Nc1cc(C(F)(F)F)ccc1N1CCOCC1,i,i,i,i,-1,i,i,4,i,i,-6
O=C(CCNS(=O)(=O)c1ccccc1C(F)(F)F)N1CCN(S(=O)(=O)c2cccc(F)c2)CC1,i,i,i,i,-13,i,i,0,i,i,7

# Remaining list, next part
SMILES,RGS4 inh,TMEM16A inh,KCNQ1 block,KCNQ1 act,hERG protect,KCNK3 block,KCNK9 block,SKKanGAS inh,TMEM16A act,RGS4 pot,HDAC3 inhib
Cc1ccc(S(=O)(=O)NCc2ccccc2)cc1,i,i,i,i,-3,i,i,-2,i,i,-8
CCN(Cc1ccccc1)C(=O)c1cccc(S(=O)(=O)N2CCN(c3ccccc3)CC2)c1,i,i,i,i,-5,i,i,-3,i,i,-9
O=C(O)c1ccccc1N/N=C/c1c(Sc2nnnn2-c2ccccc2)nc2ccccn2c1=O,i,i,i,i,-7,i,i,15,i,i,-1
O=[N+]([O-])c1cccc(N/N=C/c2cccc(O)c2O)c1,i,i,i,i,-2,i,i,7,i,i,-2
Nc1c(C(=O)c2ccccc2)oc2ccc([N+](=O)[O-])cc12,i,i,i,i,-10,i,i,-1,i,i,6
c1ccc(-c2ccccc2-n2cnnn2)cc1,i,i,i,i,-12,i,i,0,i,i,0
COc1cccc(N2CC(C(=O)Nc3c(C)cccc3C)CC2=O)c1 (stereo not given),i,i,i,i,-8,i,i,2,i,i,1
NC(=O)C1(C(N)=O)OC1c1ccccc1 (stereo not given),i,i,i,i,-15,i,i,-2,i,i,-1
O=C(O)c1ccc(OCc2ccc(C(=O)O)o2)cc1,i,i,i,i,-7,i,i,1,i,i,-3
CCC(C)[C@H](NC(=O)NCc1ccc(F)cc1)C(=O)O (stereo not given in full),i,i,i,i,-6,i,i,-9,i,i,-9
Cn1c(=O)c(C(=O)NCCc2ccccc2)c(O)c2ccccc21,i,i,i,i,-2,i,i,26,i,i,-4
Cc1ccc(-c2nnn(CC(=O)N3CCN(c4nc5ccccc5s4)CC3)n2)cc1,i,i,i,i,-9,i,i,7,i,i,-4
CCCCOC(=O)Nc1cc(C(=O)OC)ccc1C(=O)OC,i,i,i,i,1,i,i,-5,i,i,4
COc1ccc(CC(=O)OCC(=O)Nc2ccc3c(c2)OCO3)cc1OC,i,i,i,i,-1,i,i,2,i,i,5
O=C(C(Cl)Cl)N1CCN(c2ccccn2)CC1,i,i,i,i,-5,i,i,4,i,i,-3
O=C1N(c2ccc(Cl)cc2)C(c2ccccc2)N2CCCN12 (stereo not given),i,i,i,i,-4,i,i,8,i,i,-3
COC(=O)c1cc(-c2ccc(OC)cc2)n[nH]1,i,i,i,i,1,i,i,3,i,i,-6
COc1ccccc1C(=O)NNC1=NS(=O)(=O)c2ccccc21,i,i,i,i,-2,i,i,0,i,i,2
